Source: PubChem BioAssay (National Center for Advancing Translational Sciences (NCATS))
12-LOX inh – blocks human arachidonate 12S-lipoxygenase; purified 12hLO, xylenol orange hydroperoxide absorbance; Potency, µM (series often up to 108 µM), without a hit: top-dose activity change, negative = inhibition, hits mostly inhibitors; 1.1% of 580,000 active; AID 1671190; note: % is set by controls: 0 for no effect and ±100 for the full control effect
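Hydroperoxide product was detected by ferrous iron/xylenol orange as the 573 to 405 nm absorbance ratio. Arachidonic acid at 40 uM (final) was turned over for 30 min at room temperature by 150 nM human 12hLO, pH 7.0 Hepes buffer, after 15 min compound preincubation.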
PGK inhibitor – inhibitors of T. brucei phosphoglycerate kinase | PGK/GAPDH coupled, Kinase-Glo luminescence, 60 min | 0.043% of 380,000 active | P07378 | Potency, µM (titrated, usually from 57.5 µM), without a hit: at the top dose activity change, negative = inhibition, most hits filed as inhibitors; note: % is set by controls: 0 for no effect and ±100 for the full control effect; nearly all actives have a fitted effect of over 60% in size
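Luminescent ATP detection (Kinase-Glo Plus) follows a 60-minute room-temperature incubation, with wells lacking PGK as controls. Buffer: 100 mM TEA (pH 7.6), 5 mM MgCl2, 0.01% Tween-20. Coupling enzyme GAPDH (100 nM final) supplies unstable 1,3-BPG in-well.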
ERG Ets-DNA blk – inhibitors of human ERG Ets domain-DNA interaction; P11308; fluorescence polarization, His-ERG Ets domain / labelled DNA; Potency, µM (top dose mostly 76.9 µM), without a hit: top-dose FP activity, negative = inhibition, actives largely listed as inhibitors; 0.028% of 370,000 active; AID 624246; active = well fitted inhibition curve with a large enough effect in the polarisation, with a control signal flat; inconclusive = small, poorly fitted or top-dose-only effect, or effect the other way, or a change in a side signal; inactive = no such curve, though single readings can be large or run the other way; the % refers to the polarisation;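 note: polarization taken with two DNA probes labelled with fluorescein and Texas red; % of control where 0% means no effect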
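His-tagged ERG Ets domain (1 uM in the protein solution; 300mM KCl, 50mM Tris-HCl, 1mM EDTA, 1mM DTT, pH 7.5) received compound, then a probe mix of 5 nM fluorescein-DNA and 100nM Texas-615-DNA. Fluorescence polarization was read for both dyes.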
HP1b binding inh – blocks HP1-beta chromodomain binding to methylated histone tails | P83916 | AlphaScreen HP1-beta / biotin-H3K9me3 peptide binding | Potency, µM (series often up to 114 µM), for inactives: at the highest dose activity change, negative = inhibition, actives largely listed as inhibitors | 0.56% of 390,000 active | AID 540317; note: nearly all actives have a fitted effect of over 70% in size; inactives centre near 23
Target sequence (P83916 whole entry, looked up): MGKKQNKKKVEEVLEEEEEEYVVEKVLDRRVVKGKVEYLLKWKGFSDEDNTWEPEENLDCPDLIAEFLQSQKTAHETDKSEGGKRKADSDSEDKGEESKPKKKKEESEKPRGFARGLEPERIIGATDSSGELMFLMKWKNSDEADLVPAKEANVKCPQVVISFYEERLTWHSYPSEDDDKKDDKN
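HP1-beta protein (50 nM final) preincubated 30 min at room temperature with biotinylated H3(1-18)K9me3 peptide (50 nM) in PBS pH 7.4, 0.01% Tween-20, then compound added for 30 min. AlphaScreen streptavidin donor/nickel chelate acceptor beads (10 ug/mL final), 30 min dark, luminescence read.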
GLS inhibitor – glutaminase GLS (human) inhibition. 0.21% of 410,000 active. Potency, µM (titrated, usually from 45.5 µM), inactives show at the highest dose activity change, negative = inhibition, actives largely listed as inhibitors. GLS enzymatic activity, qHTS titration. O94925; note: % is set by controls: 0 for no effect and ±100 for the full control effect
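Coupled fluorescence readout: glutamate oxidase/HRP/Amplex Red detect glutamate formed by hKGA from L-glutamine (1 mM solution added). Buffer 45 mM KH2PO4 pH 8.2, 0.02% Tween-20; reads at t0 and 30 min RT.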
RGS4 inhibitor – human RGS4 inhibition; P49798; Transcreener GDP fluorescence polarization, RGS4-accelerated GTP hydrolysis; Potency, µM (top dose mostly 114 µM), for the others: top-dose activity change, negative = inhibition, most hits filed as inhibitors; 0.039% of 390,000 active; note: % is set by controls: 0 for no effect and ±100 for the full control effect; nearly all actives have a fitted effect of over 75% in size; some results filed as inactive show a strong effect at the top dose
Target sequence (P49798 whole entry, looked up): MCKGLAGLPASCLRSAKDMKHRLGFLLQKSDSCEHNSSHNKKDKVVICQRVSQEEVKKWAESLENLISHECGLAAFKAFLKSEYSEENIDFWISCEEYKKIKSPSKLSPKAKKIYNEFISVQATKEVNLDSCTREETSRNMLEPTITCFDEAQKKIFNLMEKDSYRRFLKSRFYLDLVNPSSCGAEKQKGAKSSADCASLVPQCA
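MLSMR compounds (23 nl, pin-transferred) preincubated 10 min at room temperature with a 500nM (2x) first reagent, then RGS4 at 900nM (2x) plus Transcreener GDP mix added; fluorescence polarization (620/688 nm) read before and after 90 min at 30 °C.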
Pin1 inhibitor – human Pin1 inhibition; 0.009% of 390,000 active; AID 504891; Pin1 FP peptide displacement, HiFluor488, 10 min; Potency, µM (highest dose often 115 µM), for inactives: top-dose activity, negative = inhibition, actives largely listed as inhibitors; active = well fitted inhibition curve with a large enough effect in the polarisation, with a control signal flat, not every such curve was filed as active; inconclusive = small, poorly fitted or top-dose-only effect, or effect the other way, or a change in a side signal; inactive = no such curve, though single readings can be large or run the other way; the % refers to the polarisation; note: % is set by controls: 0 for no effect and ±100 for the full control effect
Target sequence (Q13526 whole entry, looked up): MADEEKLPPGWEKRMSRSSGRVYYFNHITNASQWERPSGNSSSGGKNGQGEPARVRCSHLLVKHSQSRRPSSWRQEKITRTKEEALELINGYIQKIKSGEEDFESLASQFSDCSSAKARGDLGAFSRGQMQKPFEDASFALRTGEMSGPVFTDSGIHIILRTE
JMJD2A Tudor inh – blocks the human JMJD2A Tudor domain; O75164; AlphaScreen JMJD2A-Tudor / H3K4me3 peptide binding; Potency, µM (titrated, usually from 114 µM), for inactives: at the highest dose activity change, negative = inhibition, usual class: inhibitors; AID 504339; 4.4% of 390,000 active; note: % is set by controls: 0 for no effect and ±100 for the full control effect; nearly all actives have a fitted effect of over 50% in size
TrxR1 inh – rat TrxR1 inhibition. recombinant rTrxR1, NADPH fluorescence consumption, selenite substrate. AID 588453. O89049. Potency, µM (titrated, usually from 114 µM), without a hit: at the highest dose activity change, negative = inhibition, actives largely listed as inhibitors. 1% of 390,000 active; note: % is set by controls: 0 for no effect and ±100 for the full control effect; nearly all actives have a fitted effect of over 65% in size
Target sequence (O89049 whole entry, looked up): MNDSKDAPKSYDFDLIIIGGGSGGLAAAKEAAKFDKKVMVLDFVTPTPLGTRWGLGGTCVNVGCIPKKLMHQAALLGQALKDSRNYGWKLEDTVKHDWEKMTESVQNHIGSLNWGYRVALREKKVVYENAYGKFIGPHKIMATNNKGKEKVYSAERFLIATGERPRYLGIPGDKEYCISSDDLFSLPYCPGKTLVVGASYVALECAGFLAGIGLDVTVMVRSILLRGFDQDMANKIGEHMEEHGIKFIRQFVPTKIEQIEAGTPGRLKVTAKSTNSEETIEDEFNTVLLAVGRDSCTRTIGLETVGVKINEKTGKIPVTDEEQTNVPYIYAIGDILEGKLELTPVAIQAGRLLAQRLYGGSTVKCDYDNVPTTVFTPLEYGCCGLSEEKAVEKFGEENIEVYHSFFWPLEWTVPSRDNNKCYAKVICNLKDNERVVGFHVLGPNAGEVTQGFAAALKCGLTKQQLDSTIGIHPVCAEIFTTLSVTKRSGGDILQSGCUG
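Rat TrxR1 (90 nM in the dispensed reagent) was pre-reduced with 400 uM NADPH for 5 min at room temperature, then incubated with compound for 15 min. After 400 uM selenite was added, NADPH fluorescence (Ex 340/Em 450 nm) was followed for 8 min.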
Active calls of the source: *; i = inactive; ? = inconclusive; . = no result given; [ ] = another dose, or the depositor's remark. Unless noted, calls come from the whole dose curve; as a rule, active = well fitted curve in the direction sought with a large enough effect; inconclusive = small, poorly fitted or top-dose-only effect, or another doubt; inactive = no such curve, though single readings can be large; an effect the other way counts as inactive or inconclusive. Potency is the fitted concentration of half-maximal effect. The list is partial, so the mix of outcomes need not match the whole.

SMILES | 12-LOX inh | PGK inhibitor | ERG Ets-DNA blk | HP1b binding inh | GLS inhibitor | RGS4 inhibitor | Pin1 inhibitor | JMJD2A Tudor inh | TrxR1 inh
Cc1cc(C)cc(C(=O)Oc2cc(C)[nH]c(=O)c2[N+](=O)[O-])c1 | 0% | -9% | 2% | 16%[57 µM] | 5% | -1% | -1% | -1% | 15%
CC(=O)c1c(C)[nH]c(C(=O)OCC(=O)N2CCc3ccccc32)c1C | -15% | 5% | 0% | 51%[activator] | -1% | 1% | 0% | -23% | 2%
O=C(COC(=O)c1ccccn1)Nc1cccc(Cl)c1Cl | -8% | 2% | 1% | 38%[activator] | 12% | 17%[56.9 µM] | 4% | 3%[57.1 µM] | 1%
CCCCNC(=O)[C@]1(C)CCC[C@@]2(C)C3CC[C@@]4(C)C[C@]3(CCC21)CC4=O (some centres not stated) | -18% | -13% | -1% | 23% | 1% | -2% | 2% | -22% | 23%[57.1 µM]
CCCNc1c(N)c(=O)oc2ccccc12 | -13% | i | 7% | 12% | 25% | -17% | -1% | -35% | 14%[57.1 µM]
N#Cc1ccc(NC(=S)NCCN2CCOCC2)cc1 | 0% | i | -5% | 42%[activator] | 14% | 6% | -1% | -6% | -17%
CC(C)(C)N(Cc1ccccc1)C(=O)COc1cccnc1[N+](=O)[O-] | 0% | -7% | 1% | 26% | -4% | 8% | -4% | 3% | 20%
CCOC(=O)c1ccc(NC(=O)N2CCN(C(=O)c3ccco3)CC2)cc1 | 2% | -2% | 35µM* | -10% | 3% | -8%[11.4 µM] | 5% | -14% | -9%
COC(=O)C1CCN(S(=O)(=O)c2c(C)n(C)c(=O)n(C)c2=O)CC1 | 21% | 8% | 6% | 40%[activator] | 0% | 12% | -11% | -11% | 13%[57.1 µM]
O=C(/C=C/c1cccc(Cl)c1)Nn1c(-c2cccs2)nc2ccccc2c1=O | -22% | 9% | 0% | 19% | 13% | -22% | 14% | -12% | 6%[57.1 µM]

Sorted by heavy-atom count (smallest number first): some entries from above.
SMILES | 12-LOX inh | PGK inhibitor | ERG Ets-DNA blk | HP1b binding inh | GLS inhibitor | RGS4 inhibitor | Pin1 inhibitor | JMJD2A Tudor inh | TrxR1 inh
CCCNc1c(N)c(=O)oc2ccccc12 | -13% | i | 7% | 12% | 25% | -17% | -1% | -35% | 14%[57.1 µM]
N#Cc1ccc(NC(=S)NCCN2CCOCC2)cc1 | 0% | i | -5% | 42%[activator] | 14% | 6% | -1% | -6% | -17%
O=C(COC(=O)c1ccccn1)Nc1cccc(Cl)c1Cl | -8% | 2% | 1% | 38%[activator] | 12% | 17%[56.9 µM] | 4% | 3%[57.1 µM] | 1%
Cc1cc(C)cc(C(=O)Oc2cc(C)[nH]c(=O)c2[N+](=O)[O-])c1 | 0% | -9% | 2% | 16%[57 µM] | 5% | -1% | -1% | -1% | 15%
COC(=O)C1CCN(S(=O)(=O)c2c(C)n(C)c(=O)n(C)c2=O)CC1 | 21% | 8% | 6% | 40%[activator] | 0% | 12% | -11% | -11% | 13%[57.1 µM]
CC(C)(C)N(Cc1ccccc1)C(=O)COc1cccnc1[N+](=O)[O-] | 0% | -7% | 1% | 26% | -4% | 8% | -4% | 3% | 20%
CCCCNC(=O)[C@]1(C)CCC[C@@]2(C)C3CC[C@@]4(C)C[C@]3(CCC21)CC4=O (some centres not stated) | -18% | -13% | -1% | 23% | 1% | -2% | 2% | -22% | 23%[57.1 µM]

New compounds follow:
SMILES | 12-LOX inh | PGK inhibitor | ERG Ets-DNA blk | HP1b binding inh | GLS inhibitor | RGS4 inhibitor | Pin1 inhibitor | JMJD2A Tudor inh | TrxR1 inh
Cc1cc2c(cc1C)NC(C)CC(=O)N2 (configuration not stated) | -13% | i | -16% | 8%[57 µM] | 4% | 7% | -2% | -7% | -10%[2.29 µM]
C[C@H]1COC(=O)[C@@H](Cc2ccc(F)cc2)C/C=C\C[C@@H](CC(=O)NCCO)C(=O)N1 | -36% | -10% | 2% | 37% | 15% | 16% | -5% | -8% | 34%
COC(=O)C1=C(CSc2nc3c(cc2C#N)CN(C)CC3)OC(N)=C(C#N)C1c1ccccc1F (configuration not stated) | . | -2% | 1% | -19% | 3% | -33% | ? | ? | ?
Cc1ccc(NC(=O)CSc2n[nH]c(-c3ccco3)n2)c(C)c1 | -5% | i | 13% | 25% | 10% | -5% | 4% | 0% | 29%[57.1 µM]
O=C1CSC(c2cccnc2)N1Cc1ccc(Cl)cc1Cl (configuration not stated) | 16% | -8% | 2% | 34% | -20% | -18% | -1% | 3% | 2%
COc1ccc(N(C(=O)C(C)C)S(=O)(=O)c2cccc3cccnc23)cc1 | -21% | -1% | 5% | 16% | 5% | 16% | 2% | -9% | -26%
CC(C(=O)N1CCCc2c1c(=O)oc1ccc(O)cc21)N1CCc2ccccc2C1 (configuration not stated) | . | -2% | -6% | 23% | 16% | -17% | -2% | -12% | -3%[57.1 µM]
COc1ccc(/C=C/C(=O)OCC(=O)NC(C)CCc2ccccc2)cc1OC (configuration not stated) | -13% | -5% | -1% | 24% | 6% | -6% | 3% | -24% | -9%
CC1C/C(=N/N2C(=O)CSC2=S)CC(C)(C)C1 (configuration not stated) | 0% | -6% | 24% | 29% | 20% | -50% | -9% | -9% | -38%
COc1ccccc1-n1nnnc1SCC(=O)Nc1ccccn1 | 0% | 2% | -9% | 18% | -1% | -10% | 1% | 5% | -1%[57.1 µM]
O=C(c1cccs1)N1CCN(S(=O)(=O)c2cccs2)CC1 | -9% | -5% | -12% | 15% | 4% | -15% | 2% | 1% | 7%
COc1cc(NC(=O)CCS(=O)(=O)c2ccc3c(c2)oc(=O)n3C)cc(OC)c1 | -5% | 0% | -5% | 42%[activator] | 3% | -13% | 12% | 4% | ?
Nc1ccccc1S(=O)(=O)C(F)F | 39%[activator] | -11% | -4% | 42%[activator] | -6% | -8% | 1% | 11% | 14%
O=C(COc1ccccc1F)Nc1ccc2c(c1)CCC2 | 77%[activator] | -7% | . | 54%[activator] | -8% | -34% | -1% | -3% | -5%
CN(C(=O)CCN1C(=O)C(C)(C)Nc2ccccc21)c1ccccc1 | 0% | i | 0% | 29% | 6% | -13% | 0% | 1% | -12%
CC(=O)N1C(=O)C2(C(C#N)=C(N)Oc3n[nH]c(-c4ccccn4)c32)c2ccccc21 (configuration not stated) | ? | -6% | -3% | -17% | 3% | -23%[11.4 µM] | 2% | -19%[11.4 µM] | -1%
COc1cccc(NC(=O)c2ccccc2SC)c1 | ? | -7% | . | 20% | 1% | 15% | -5% | -3% | 17%
Cc1cc(=O)nc2c3ccccc3n(C(C)C(=O)Nc3c(F)c(F)c(F)c(F)c3F)n12 (configuration not stated) | 0% | -2% | -2% | 35% | -18% | -1% | 3% | -7% | 7%[57.1 µM]
O=c1cc(O)c2sc(Nc3ccc(F)c(Cl)c3)nc2[nH]1 | ? | -3% | -3% | 5% | ? | ? | 56%[activator] | -14% | 21%[57.1 µM]
COc1ccccc1C(=O)c1c(N)c(-c2nc(-c3ccccc3)cs2)c2ccccn12 | -24% | . | -2% | 33% | -1% | -26% | 26% | -11% | 1%
CCc1ccccc1N(CC(=O)NCc1ccco1)C(=O)c1snc(C(N)=O)c1N | 59%[activator] | -18% | 2% | 7% | -11% | -26% | 3% | ? | -7%[57.1 µM]
O=C(O)c1nn(CC(=O)N2CCC(Cc3ccccc3)CC2)c(=O)c2ccccc12 | -2% | 5% | -13% | 9% | -1% | -12% | 1% | 10% | 33%[57.1 µM]
CC(C)C(NC(=O)c1ccccc1F)C(=O)NCC(c1ccco1)N1CCCCC1 (configuration not stated) | -12% | -3% | -4% | 38%[activator] | -18% | -23% | -7% | -8% | 13%[57.1 µM]
Cc1ccc2cc(/C=N/NC(=O)[C@H]3C[C@@H]3c3ccccc3)c(Cl)nc2c1 | 2% | -2% | 5% | 30% | -8% | -9% | 2% | -11% | ?
O=C(NCc1ccco1)c1ccc(CS(=O)(=O)c2cccc(C(F)(F)F)c2)o1 | -5% | -8% | 13% | ? | -7% | -19% | 4% | -8% | ?
CCOc1ccccc1N1Cc2ccccc2C1 | ? | i | 3% | 10% | 13% | -12% | -1% | ? | ?
COc1ccc(OC)c(CCNC(=O)CN2C(=O)CC(C)(C)S(=O)(=O)c3ccccc32)c1 | 16% | -4% | 11% | 55%[activator] | -2% | -18% | -3% | -11% | 5%[57.1 µM]
CC(Cc1ccccc1)C(=O)NCCO (configuration not stated) | -15% | -4% | 3% | 22% | 6% | 11% | -2% | -11% | 17%
CS(=O)(=O)N(CC(=O)N1CCOCC1)c1ccc2c3c(cccc13)CC2 | 0% | 11% | -1% | 68%[activator] | 15% | -23% | ? | -3% | 1%
COc1ccccc1CN(Cc1ccco1)c1cnc(S(C)(=O)=O)nc1C(=O)Nc1cc(C)ccc1C | 3% | -2% | 2% | 1% | -5% | 3% | 10% | ? | 29%
COC(=O)C1C/C(=N/NS(=O)(=O)c2ccc(C)cc2)CS1 (configuration not stated) | 0% | i | 0% | 44%[activator] | 6% | -2% | -10% | -7% | ?
